S1P4 antagonist = S1P4 receptor antagonists, primary screen, cell-based | Sphingosine 1-phosphate receptor 4 (Homo sapiens), O95977 | S1P4-expressing cells, antagonist mode, reporter read-out | inhibition, % at 4.98 µM | hit rate 0.26% among 220,000 | AID 1510, 2009; in the data active = inhibition above about 29%;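 also: 0% = wells stimulated with agonist and 100% = vehicle wells without agonist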
Ba/F3 V617F tox = reduced viability of JAK2V617F-dependent Ba/F3 cells, primary screen, JAK2V617F inhibitor project, cell-based, Ba/F3 EpoR-JAK2V617F, luminescence; ATP luminescence; AID 1446, 2008; inhibition, % at 5.6 µM; hit rate 1.1% among 220,000;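 active = inhibition above the campaign mean plus 3 SD over all tested compounds, cut at about 24% in these data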;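 also: cytokine-independent growth of Ba/F3 cells driven by EpoR plus mutant JAK2; 0% = DMSO-treated cells and 100% = JAK inhibitor I control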
BaF3 parental = parental Ba/F3 cell viability inhibition, counter-screen for JAK2V617F inhibitor project, murine pro-B, CellTiter-Glo luminescence; hit rate 1.1% among 220,000; inhibition, % at 5.6 µM; CellTiter-Glo ATP luminescence;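 active = inhibition above a per-campaign cutoff, the mean inhibition of all tested compounds plus 3 SD, cut at about 27% in these data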;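 also: 0% = DMSO wells and 100% = JAK Inhibitor I control wells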
m-calpain inh = inhibitors of pig calpain II, primary screen, biochemical, fluorogenic peptide substrate, 1536-well | purified calpain II, 30 min | inhibition, % at 16 µM | hit rate 0.37% among 220,000 | AID 1236, 2008;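 active = inhibition above about 50%, limit read from the data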
PERK inh = block of dimerizer-induced PERK translation repression, primary screen, PERK inhibitor project, CHO PERK-DD cells, SEAP luminescence, HTS; Eukaryotic translation initiation factor 2-alpha kinase 3 (Homo sapiens), Q9NZJ5; CHO PERK-DD fusion, SEAP luminescence translation reporter; inhibition, % at 5.6 µM; hit rate 0.17% among 220,000;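 active = inhibition above the mean inhibition of all tested compounds plus 3 SD, set separately per screening campaign, cut at about 2.9% in these data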;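 also: PERK kinase domain activated by AP20187 dimerizer at 100 nM; 0% = DMSO with dimerizer and 100% = rapamycin at 8.4 µM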
Target sequence (Q9NZJ5 whole entry, looked up, the tested form may be a part): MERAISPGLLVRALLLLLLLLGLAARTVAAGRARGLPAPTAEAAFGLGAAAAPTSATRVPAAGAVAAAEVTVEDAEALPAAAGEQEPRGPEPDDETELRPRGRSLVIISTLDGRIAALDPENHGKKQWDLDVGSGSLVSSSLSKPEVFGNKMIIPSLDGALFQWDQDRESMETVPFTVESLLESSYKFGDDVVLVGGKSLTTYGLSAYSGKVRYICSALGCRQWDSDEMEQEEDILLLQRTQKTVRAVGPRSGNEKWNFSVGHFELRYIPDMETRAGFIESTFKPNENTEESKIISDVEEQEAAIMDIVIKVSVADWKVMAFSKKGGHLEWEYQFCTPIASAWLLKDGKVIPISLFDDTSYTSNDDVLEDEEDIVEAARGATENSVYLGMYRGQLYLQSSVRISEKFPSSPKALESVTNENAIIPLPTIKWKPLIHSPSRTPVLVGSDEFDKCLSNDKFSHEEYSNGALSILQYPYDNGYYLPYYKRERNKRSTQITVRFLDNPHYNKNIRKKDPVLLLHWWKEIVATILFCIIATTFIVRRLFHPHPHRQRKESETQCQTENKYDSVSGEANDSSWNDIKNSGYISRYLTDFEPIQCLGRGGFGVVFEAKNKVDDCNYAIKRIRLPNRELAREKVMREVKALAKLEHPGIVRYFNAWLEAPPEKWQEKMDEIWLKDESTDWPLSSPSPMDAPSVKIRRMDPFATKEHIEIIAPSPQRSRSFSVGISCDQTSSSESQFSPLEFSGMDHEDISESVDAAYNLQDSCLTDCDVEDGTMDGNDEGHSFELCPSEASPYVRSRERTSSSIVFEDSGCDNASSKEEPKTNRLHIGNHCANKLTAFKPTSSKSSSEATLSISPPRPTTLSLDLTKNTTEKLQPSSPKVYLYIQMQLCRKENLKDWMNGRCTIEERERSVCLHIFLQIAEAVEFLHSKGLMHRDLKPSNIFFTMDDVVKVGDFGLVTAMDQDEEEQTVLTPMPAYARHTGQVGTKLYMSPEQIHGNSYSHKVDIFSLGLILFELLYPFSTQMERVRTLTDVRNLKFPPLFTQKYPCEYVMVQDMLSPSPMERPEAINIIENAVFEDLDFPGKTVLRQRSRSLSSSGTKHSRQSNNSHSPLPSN
EP2 mod = EP2 receptor modulators, cAMP readout, primary screen, cell-based, HTRF cAMP, PGE2 stimulation; Prostaglandin E2 receptor EP2 subtype (Homo sapiens), P43116; EP2-expressing cells, cAMP HTRF FRET, PGE2 co-stimulation; induction, % at 25 µM; hit rate 0.83% among 260,000; AID 940, 2007;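 active = compounds whose cAMP rise, as percent of the full-agonist control response, exceeds 60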;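 also: rat C6 glioma line stably carrying human EP2 under a CMV promoter; the protocol text gives 20 µM as final concentration; 100% = response of wells given 1 µM PGE2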
S1P4 agonist = S1P4 receptor agonists, primary screen, cell-based | Sphingosine 1-phosphate receptor 4 (Homo sapiens), O95977 | S1P4-expressing cell line, agonist reporter assay | activation, % at 4.98 µM | hit rate 0.35% among 220,000 | AID 1509, 2009; in the data active = activation above about 11%;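 also: 0% = DMSO vehicle and 100% = reference agonist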
TRPN1 ag = zebrafish TRPN1 channel agonists, primary screen, cell-based, HEK293, calcium fluorescence. transient receptor potential cation channel N1 (TRPN1/NompC), Danio rerio. HEK293 zebrafish TRPN1-YFP, Fluo-8 calcium fluorescence; 100% = response to 87 µM carbachol. activation, % at 3 µM. hit rate 0.18% among 220,000;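 active = activation above its plate's cutoff, the mean activation of test wells on that plate plus 3 SD, cut at about 19% in these data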;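 also: 0% = DMSO alone and 100% = 87 µM carbachol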
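Material – zebrafish TRPN1-YFP in HEK293 cells · Doses – 3 µM single point · Schedule – dye 1 h 37 °C plus 30 min RT · Signal – Fluo-8 calcium fluorescence, excitation 470-495 nm, emission 515-575 nm · Read-out – % activation versus carbachol response · Control set – carbachol high, DMSO low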
TRPML3 agonist = human TRPML3 channel agonists, primary screen, cell-based, HEK293 TRPML3-YFP, Fluo-8 calcium fluorescence, 3 µM; Mucolipin-3 (Homo sapiens), Q8TDD5; 100% = the carbachol control signal; activation, % at 3 µM; hit rate 0.29% among 220,000;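 active = activation above its plate's cutoff, the mean activation of the plate's test wells plus 3 SD, cut at about 12% in these data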;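 also: 0% = DMSO only wells and 100% = carbachol wells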
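Test system: TRPML3-YFP stable HEK293 cells. Doses: single point at 3 µM. Incubation: dye loading 1 h 37 °C then 30 min ambient, 125 s read. Signal: Fluo-8 calcium dye fluorescence, ex 470-495, em 515-575 nm. Measure: percent activation from peak-to-basal fluorescence ratio, scaled between DMSO and carbachol.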
* marks the source's active call; other numbers are inactive results; & = joins results of further samples.

SMILES	S1P4 antagonist	Ba/F3 V617F tox	BaF3 parental	m-calpain inh	PERK inh	EP2 mod	S1P4 agonist	TRPN1 ag	TRPML3 agonist
Cc1c(C(=O)O)c(C(=O)O)nc2ccc(N3CCOCC3)cc12	-2	-3	-1	-211	1.9	29	-2.1	-0.3	0.3
O=C(CC1SC2=NCCN2C1=O)Nc1ccc(Br)cc1 (stereo not given)	-6	-1	2	1	0.5	9	0.2	-0.7	0.1
NC(=O)CSc1nc2ccccc2n1-c1ccccc1	-9	-1	7	24	1.0	38	0.8	-0.9	-0.5
O=C(NCc1ccccn1)c1cccc([N+](=O)[O-])c1	11	-4	-4	-3	0.6	4	-0.7	1.5	-0.5
CCCCNC(=O)CSc1nc2ccc(NC(=O)CSc3nnc(COc4ccccc4C)n3C)cc2s1	-32	0	6	-2	0.7	4	1.5	0.7	1.0
CCOC(=O)c1cccc(NC(=O)CCc2nc(-c3ccc(C)cc3)no2)c1	-27	1	3	-1	0.6	-6	0.6	0.7	-1.1
Cn1nnnc1SCC(=O)NCc1ccco1	-10	-2	-1	3	-0.2	-4	1.7	1.3	1.5
CCN(CC)C(=O)Cc1c(O)c2ccccc2[nH]c1=O	-2	-2	-1	-31	1.3	38	2.5	1.2	1.2
Cc1cccc(-n2c(O)c(C=Nc3ccc(O)cc3)c3ccccc3c2=O)n1	-5	-2	2	-2	-0.5	21	2.7	-0.9	0.7
CCOC(=O)C(C)Sc1nnc(-c2ccccc2O)n1Cc1ccccc1 (stereo not given)	-10	-5	-1	2	1.8	0	0.7	-1.5	-0.5
CC1=CC(c2ccccc2)n2nc(N3C(=O)CCC3=O)nc2N1 (stereo not given)	-15	2	1	-132	1.1	31	-1.2	-0.1	0.6
N=C1C(c2ccccc2)=C(O)CN1NC(=O)c1ccc(Cl)cc1	-6	3	8	-18	1.0	11	-0.8	0.4	0.6
CSc1nc(SC(C)C(=O)O)c2c3c(sc2n1)COC(C)(C)C3 (stereo not given)	-9	3	4	-36	0.1	43	2.5	-0.7	-0.3
O=C(CSc1ncn(-c2ccccc2)n1)Nc1nncs1	-3	-2	3	-14	0.2	9	0.8	-0.2	0.7
C/C(=N/OCc1ccc(Br)cc1)c1ccccn1	-12	1	10	-5	1.8	12	0.2	0.8	2.3
CC(C)(C)C1CCC(C(=O)Nc2ccccc2)CC1 (stereo not given)	4	2	5	-3	0.4	-29	-4.3	-0.3	0.6
O=c1c2c(nc3nc[nH]n13)CCC2	3	-1	6	-13	0.6	15	-0.7	1.3	0.8
O=c1[nH]c2cc3c(cc2cc1C(c1nnnn1C1CCCC1)N1CCSCC1)OCCO3 (stereo not given)	3	2	5	-107	-0.7	44	-1.1	1.0	1.2
O=C(O)C1C2C=CC(O2)C1C(=O)NC1CCCc2ccccc21 (stereo not given)	-9	-1	1	-17	2.0	18	-0.9	-0.4	-0.3
C/C(=C\C(=O)O)C(=O)Nc1nccs1	3	4	6	9	1.2	12	-0.6	0.6	0.9
Cc1ccnc2nc(C(=O)Nc3nnc(-c4ccc(Cl)cc4)o3)nn12	-19	-3	7	-23	1.3	8	-0.1	1.9	0.9
O=C(O)c1ccc2c(c1)C(=O)N(NC(=O)c1ccc(O)cc1)C2=O	-4	1	3	-1	0.3	21	0.1	1.5	0.7
CC1C(=O)C(C)C(c2ccco2)NC1c1ccco1 (stereo not given)	-13	2	8	3	0.8	13	1.1	1.5	0.8
CCC(C)(C(=O)NC1CCCCC1)N(C(=O)CNC(=O)c1ccccc1)c1c(C)n(C)n(-c2ccccc2)c1=O (stereo not given)	-3	-2	5	-13	1.2	31	-0.9	0.2	0.8
Cc1ccc(Cl)cc1Nc1nc(-c2sc(NC(=O)C(C)(C)C)nc2C)cs1	-10	0	1	-87	-0.5	-1	1.6	0.8	1.3
O=C(CSc1ncccn1)NCCc1ccccc1	-1	4	11	6	0.0	23	-1.1	1.4	0.7
CCn1cc(SCC(N)=O)c2ccccc21	-1	0	9	2	2.6	-5	-1.2	-0.7	0.5
COc1ccc(C/C(N)=N/OC(=O)Cc2ccc(OC)c(OC)c2)cc1	-16	0	9	-2	1.3	3	1.0	1.4	0.2
CCC(Sc1nc2ccc(C)cc2[nH]1)C(=O)O (stereo not given)	-8	-3	-2	-36	1.1	9&15	-4.2	0.5	0.5
CCC(C(=O)NC(C)(C)C)N(C(=O)Cn1nnc(-c2cccs2)n1)c1cnc2ccccc2c1 (stereo not given)	-9	3	2	-21	-1.2	2&-12	-0.1	-1.9	-0.7
Cc1cc(CNC(=O)Cc2c(F)cccc2Cl)nn1C	12	6	3	11	0.8	-2	-1.1	1.2	0.9
CCSc1nc2ccccc2n1CCC(=O)O	-21	-1	-1	5	0.6	8	1.7	1.4	-0.2
CC(C)Nc1nnc(SCC(=O)Nc2ccc3c(c2)C(=O)c2ccccc2C3=O)s1	-5	-3	-2	-62	-0.3	-49	-0.5	0.6	0.7
COc1ccc(-c2csc3nc(C)nc(N4CCC(C)CC4)c23)cc1OC	-11	-1	0	-7	-0.7	70*	-1.1	-1.6	-0.7
O=C(Nc1cccc(CCc2ccccn2)c1)c1ccc(Cl)cc1	-23	6	8	24	-0.4	-41	-1.3	2.4	-0.2
Cc1ccc(N(CC(=O)N2CCCCC2)S(=O)(=O)c2ccc(C)cc2)cc1	-5	1	10	0	-0.3	30	3.0	-1.9	3.2
Cc1ccc(S(=O)(=O)N2C(=S)SCC2(C)C)cc1	1	2	1	4	0.8	18	1.6	1.6	28*
Cc1cccc(-c2c3c(=O)n(C)c(=O)n(C)c3cn2CC2CCCO2)c1 (stereo not given)	-6	2	3	-50	0.4	15	0.8	0.2	0.3
Cc1ccc(Cl)cc1NC(=O)c1cccc(OC(F)F)c1	-14	-5	2	30	-0.2	-1	-2.9	-2.4	-0.6
O=C(Nc1ccc(S(=O)(=O)N2CCOCC2)cc1)c1ccc(=O)[nH]c1	-5	2	1	-29	0.2	-21	1.1	-0.2	0.6
Clc1cccc(Nc2nc(-c3ccncc3)cs2)c1	-5	1	3	0	-0.2	-45&-11	2.3	-2.7	-1.1
COc1cc(C(F)(F)F)nc2c(Br)c(C(C)(C)C)nn12	-16	-3	-3	-31	0.6	4	2.2	1.2	1.5
Cc1sc2ncnc(N(C)Cc3cccs3)c2c1C	-1	0	7	9	-1.4	52	0.1	-1.4	-0.9
O=C(O)CCCCNCc1ccccc1	-6	-1	4	-21	0.0	12	-4.8	-0.2	1.0
Cc1ccc2nc(-c3ccc(NS(=O)(=O)c4c(C)n(C)c(=O)n(C)c4=O)cc3)sc2c1	5	-2	8	-122	-1.4	-64	1.5	1.0	0.5
CC(=O)NCCn1c(SCC(=O)NCC2CCCO2)nc2ccccc2c1=O (stereo not given)	-8	0	6	12	0.5	25	-0.2	0.5	0.0
O=C(COc1ncnc2ccccc12)NCCC1=CCCCC1	-5	-4	6	5	0.5	26	0.4	2.6	0.2
Cc1ncc([N+](=O)[O-])n1CC(=O)N/N=C/c1ccc(F)cc1	-3	-3	-1	28	0.2	-14	1.3	0.6	1.0
CC(C)CC1(C)NC(=O)N(CC(=O)Nc2ccc3c(c2)CCC3)C1=O (stereo not given)	-5	1	6	-4	0.6	-6	0.9	-0.3	0.8
CC1CC(OCC(O)C[N+]2(C)CCOCC2)CC(C)(C)C1 (stereo not given)	-28	4	4	9	0.0	19	1.5	0.7	0.7
COc1ccc(C(C(=O)Nc2ccc(F)cc2)N(C(=O)Cn2nnc3ccccc32)C2CC2)cc1 (stereo not given)	-12	-5	4	-12	0.1	8	-0.4	2.4	0.7
Cc1ccc(-c2nn(-c3ccccc3)cc2C(=O)Nc2ccc(C)c(S(=O)(=O)N3CCOCC3)c2)cc1	-2	1	4	-63	-0.8	-2	0.4	0.6	-0.2
CCOc1c(Cl)cc(CNc2ccc(N3CCCC3)cc2)cc1OC	11	0	3	2	2.4	-24	-0.8	0.2	-0.4
O=C1NCCCC1C(=O)N/N=C/c1cccc(Cl)c1 (stereo not given)	-3	-7	0	-5	2.6	7	-1.8	-0.2	-0.2
O=C(/C=C/c1c(Cl)cccc1Cl)NCCc1ccccc1	-11	-2	4	-10	0.3	-9	-1.3	-1.5	-0.8
CC(C)Cn1c(N)c(C(=O)CSc2ccccc2)c(=O)n(C)c1=O	1	7	14	13	-0.8	-78	0.9	7.4	3.2
NC(=S)Nc1cccc(F)c1	4	-2	-3	-20	1.2	-12	1.4	2.5	0.4
Cc1cc(C)nc(-n2nc(C)cc2NC(=O)CN2CCCC(C)C2)n1 (stereo not given)	1	2	5	-4	-1.2	-1	0.1	-0.2	2.8
COC(=O)CC1C(=O)NC2CCCCC2N1C(=O)CCl (stereo not given)	-19	-3	-1	-2	2.7	12	-0.9	-1.0	-0.7
CN1CCN(Cc2c(O)ccc3c(-c4ccccc4)cc(=O)oc23)CC1	1	-2	11	-125	-1.0	-12	0.0	0.9	0.7
(list continues)
SMILES	S1P4 antagonist	Ba/F3 V617F tox	BaF3 parental	m-calpain inh	PERK inh	EP2 mod	S1P4 agonist	TRPN1 ag	TRPML3 agonist
CCN(CC)S(=O)(=O)c1ccc(-c2nnc(SCc3nnc(-c4ccccc4)o3)o2)cc1	-1	0	-1	-15	-0.1	26	2.2	0.0	0.1
Cc1ccc(S(=O)(=O)N/N=C2/CC(=O)CC(C)(C)C2)cc1[N+](=O)[O-]	-9	-7	-4	-24	1.4	13	-0.2	1.1	0.2
COc1cccc(-c2nc(CS(=O)(=O)CC(=O)NCCC(C)C)c(C)o2)c1	4	-1	3	12	-0.7	21	2.7	1.1	1.0
COc1ccc(OC)c(C2=NOC(C(=O)Nc3cc(C)nn3-c3ccccc3)C2)c1 (stereo not given)	-5	-5	-1	-13	-0.5	6	-0.1	-1.5	-0.4
COc1ccc(C(=O)N=c2sccn2C)cc1	-13	3	6	32	0.9	-3	-0.8	0.5	0.6

Profiles as entered above. Order of screens: S1P4 antagonist | Ba/F3 V617F tox | BaF3 parental | m-calpain inh | PERK inh | EP2 mod | S1P4 agonist | TRPN1 ag | TRPML3 agonist
Cc1ccc(S(=O)(=O)N/N=C2/CC(=O)CC(C)(C)C2)cc1[N+](=O)[O-] reads -9 | -7 | -4 | -24 | 1.4 | 13 | -0.2 | 1.1 | 0.2
COc1ccc(C(=O)N=c2sccn2C)cc1 reads -13 | 3 | 6 | 32 | 0.9 | -3 | -0.8 | 0.5 | 0.6
COc1ccc(OC)c(C2=NOC(C(=O)Nc3cc(C)nn3-c3ccccc3)C2)c1 (stereo not given) reads -5 | -5 | -1 | -13 | -0.5 | 6 | -0.1 | -1.5 | -0.4

From PubChem
